NPSR antag – qHTS Assay for Antagonists of the Neuropeptide S Receptor: cAMP Signal Transduction | Q6W5P4 | CHO-NPSR cells, cAMP TR-FRET, antagonist mode | Potency, µM (top dose mostly 38.3 µM), for the others: top-dose activity change, negative = inhibition, most hits filed as inhibitors | 220,000 compounds, 1% hits | AID 1461, 2008; also: potency is read from the fitted curve at half-maximal effect; % is scaled to controls: 0 for no effect and ±100 for the full control effect; nearly all actives have a fitted effect of over 50% in size; many of its hits are not listed in these tables
Target sequence (Q6W5P4 whole entry, looked up): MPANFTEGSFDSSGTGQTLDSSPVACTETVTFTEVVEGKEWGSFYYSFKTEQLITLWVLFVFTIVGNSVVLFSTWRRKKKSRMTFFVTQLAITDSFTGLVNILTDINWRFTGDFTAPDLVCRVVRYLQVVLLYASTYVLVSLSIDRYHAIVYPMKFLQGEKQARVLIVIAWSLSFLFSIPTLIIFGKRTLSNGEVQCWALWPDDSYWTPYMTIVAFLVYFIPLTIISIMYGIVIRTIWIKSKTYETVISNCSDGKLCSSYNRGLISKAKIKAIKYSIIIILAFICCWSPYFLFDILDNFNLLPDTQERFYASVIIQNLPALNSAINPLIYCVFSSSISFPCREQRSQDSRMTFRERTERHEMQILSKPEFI
Epigenetic reg – Quantitative High-Throughput Screen for Regulators of Epigenetic Control; murine LDR cells, GFP reporter derepression, 30 h; Potency, µM (titrated, usually from 53.9 µM), for inactives: at the top dose GFP activation, usual class: activators; 280,000 compounds, 0.2% hits; AID 1865, 2009; also: potency is read from the fitted curve at half-maximal effect; % of control where 0% means no effect; nearly all actives have a fitted effect of over 60% in size
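GFP-positive cell count by laser-scanning cytometry (objects 20–120 um) after 30 h, 37 C compound exposure of murine LDR cells; reporter is CMV-GFP integrated at a silenced locus, inducible by HDAC or DNMT inhibitors.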
Tau fibril FP – qHTS for Inhibitors of Tau Fibril Formation, Fluorescence Polarization; Potency, µM (top dose mostly 57.7 µM), without a hit: at the highest dose activity, negative = inhibition, hits mostly inhibitors; AID 1468, 2008; Microtubule-associated protein tau (Homo sapiens), P10636; K18 P301L tau heparin fibrillization, Alexa594 FP, 6 h; 280,000 compounds, 0.39% hits; also: potency is read from the fitted curve at half-maximal effect; % is scaled to controls: 0 for no effect and ±100 for the full control effect; nearly all actives have a fitted effect of over 55% in size
Target sequence (P10636 561-689 P618L limits assumed): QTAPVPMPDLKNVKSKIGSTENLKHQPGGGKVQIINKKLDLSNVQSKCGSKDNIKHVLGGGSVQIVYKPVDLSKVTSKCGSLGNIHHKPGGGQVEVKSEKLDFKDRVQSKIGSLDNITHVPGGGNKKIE
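Heparin (20 uM) drove fibril formation of recombinant tau K18 P301L, 15 uM unlabeled with 0.24 uM Alexa 594 label, for 6 hr at 37 C in 100 mM sodium acetate pH 7. Fluorescence polarization (555/632 nm) read 1 hr after 30 uM ThT.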
Tau fluor counter – Counterscreen qHTS for Inhibitors of Tau Fibril Formation, Fluorescence Polarization; tau K18 P301L (four-repeat tau fragment) Alexa594 fluorescence, heparin fibrillization; Potency, µM (series often up to 57.7 µM), for the others: top-dose activity change, negative = decrease; 280,000 compounds, 0.93% hits; AID 1463, 2008; also: potency is read from the fitted curve at half-maximal effect; % is scaled to controls: 0 for no effect and ±100 for the full control effect; nearly all actives have a fitted effect of over 55% in size
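Human K18 P301L tau (15 uM unlabeled plus 0.24 uM Alexa 594-labeled, final) in 100 mM sodium acetate pH 7 was mixed with compound and 20 uM heparin and incubated 6 hr at 37 C.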
CBFb RUNX1 block – qHTS Assay for Compounds Blocking the Interaction Between CBF-beta and RUNX1 for the Treatment of Acute Myeloid Leukemia. Runt-related transcription factor 1 (Homo sapiens) + Core-binding factor subunit beta …. AlphaScreen CBFb-His/RUNX1-biotin binding, biochemical. Potency, µM (titrated, usually from 59.8 µM), without a hit: top-dose activity, negative = inhibition, usual class: inhibitors. 230,000 tested, under 10 active; also: % of control where 0% means no effect
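AlphaScreen proximity signal reports loss of binding between His-tagged CBF-beta and biotin-labelled RUNX1, each at 30 nM. Proteins are pre-associated for 20 minutes, compounds added for 15 minutes, then beads for 90 minutes, all at ambient temperature.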
TRb SRC2 PPI – qHTS for Inhibitors of the Interaction of Thyroid Hormone Receptor and Steroid Receptor Coregulator 2; Thyroid hormone receptor beta (Homo sapiens), P10828; TRbeta-SRC2 peptide binding, fluorescence polarization; receptor liganded with 1 µM T3; Potency, µM (highest dose often 106 µM), for the others: at the highest dose activity change, negative = inhibition, actives largely listed as inhibitors; AID 1469, 2008; 280,000 compounds, 0.065% hits;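 also: potency is read from the fitted curve at half-maximal effect; plate controls were bound peptide for no effect and peptide without receptor for full effect; nearly all actives have a fitted effect of over 50% in size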
Target sequence (P10828 whole entry, looked up): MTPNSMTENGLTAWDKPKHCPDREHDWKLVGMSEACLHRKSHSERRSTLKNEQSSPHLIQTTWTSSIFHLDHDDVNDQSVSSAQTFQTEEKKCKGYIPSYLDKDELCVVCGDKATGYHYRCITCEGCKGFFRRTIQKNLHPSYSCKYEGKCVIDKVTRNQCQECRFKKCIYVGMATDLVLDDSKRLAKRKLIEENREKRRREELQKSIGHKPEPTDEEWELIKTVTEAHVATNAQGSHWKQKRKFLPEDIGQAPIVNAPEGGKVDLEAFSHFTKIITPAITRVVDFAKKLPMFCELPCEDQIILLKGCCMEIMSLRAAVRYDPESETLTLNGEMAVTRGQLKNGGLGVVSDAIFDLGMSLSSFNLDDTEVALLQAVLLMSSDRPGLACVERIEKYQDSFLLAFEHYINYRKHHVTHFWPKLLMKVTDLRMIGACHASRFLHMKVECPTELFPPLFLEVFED
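Decrease in fluorescence polarization of 20 nM Texas Red SRC2 coactivator peptide flagged inhibition of its binding to 0.6 uM TRb LBD; 1 uM T3 included, incubation 5 hr, ex 555/em 632 nm.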
TexasRed fluor – Total Fluorescence Counterscreen for Inhibitors of the Interaction of Thyroid Hormone Receptor and Steroid Receptor Coregulator 2 | Potency, µM (doses to about 106 µM), without a hit: top-dose fluorescence change, negative = quenching | 280,000 compounds, 0.29% hits | TRb/SRC2 Texas Red total fluorescence interference; active = well fitted curve in either direction with a large enough effect; inconclusive = small, poorly fitted or top-dose-only effect; also: potency is read from the fitted curve at half-maximal effect; % is scaled to controls: 0 for no effect and ±100 for the full control effect
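Human TRb ligand-binding domain at 0.6 uM with 20 nM Texas Red SRC2 peptide in Tris buffer containing 1 uM T3 and 5% DMSO, incubated with compound 5 h at ambient temperature. Total fluorescence (555/632 nm) calculated as parallel + 2 × perpendicular.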
aGal spleen mod – qHTS Assay for Inhibitors and Activators of Human alpha-Galactosidase From Spleen Homogenate. Alpha-galactosidase A (Homo sapiens), P06280. human spleen homogenate, 4MU-alpha-Gal fluorescence, 40 min. Potency, µM (top dose mostly 80 µM), for the others: at the top dose activity change, negative = inhibition, hits mostly inhibitors. 240,000 compounds, 0.008% hits. AID 2107, 2009;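 also: potency is read from the fitted curve at half-maximal effect; 0% = enzyme with vehicle and -100% = no enzyme basal signal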
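qHTS titration in buffer at pH 5.0. Alpha-galactosidase activity in spleen homogenate was measured via 4-methylumbelliferone release from 1 mM fluorogenic substrate after 40 min at 37C and a pH 10 stop. AC50 came from Hill fits of control-normalized data.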
Active calls of the source: *; u = inconclusive; x = no result given; & = joins results of further samples; [ ] = another dose, or the depositor's remark. Unless noted, calls follow the shape of the dose curve; as a rule, active = well fitted curve in the direction sought with a large enough effect; inconclusive = small, poorly fitted or top-dose-only effect, or another doubt; inactive = no such curve, though single readings can be large; an effect the other way counts as inactive or inconclusive. An excerpt, so the mix of outcomes need not match the whole.

No.	SMILES	CBFb RUNX1 block	TRb SRC2 PPI	NPSR antag	TexasRed fluor	Tau fluor counter	Epigenetic reg	Tau fibril FP	aGal spleen mod
1	Cc1cccc(CCNC(=O)C2CCN(S(=O)(=O)c3ccccc3)CC2)c1	7%	5%	7%	0%	-9%	0.9%	4%	-2%
2	CCOC(=O)c1ccc(NC(=O)CSc2nc3cccnc3n2C)cc1	-2%	-3%	-19%[46.1 µM]	3%	-7%	0.9%	-10%	4%
3	N#Cc1ccccc1OCC(=O)NC(N)=O	4%	6%	-7%[46.1 µM]	0%	-4%	-3.6%	9%	2%
4	OCCOCCNc1ncnc2sc(-c3ccccc3)cc12	0%	4%	-16%[46.1 µM]	-2%	-15%	-3.1%	-1%	6%
5	COc1ccc([N+](=O)[O-])cc1C(=O)Nc1ccc(Cc2ccncc2)cc1	4%	0%	25%	1%	-25%	-7.2%	-10%	5%
6	Cc1noc(C)c1S(=O)(=O)Nc1ccc(C(=O)N2CCC(C)CC2)cc1	5%	-5%	-5%	-1%	-5%	-2.7%	-2%	1%
7	O=C(NCc1ccco1)c1cnn2c(C(F)F)cc(-c3ccccc3)nc12	4%	1%	-22%[46.1 µM]	0%	-2%	-1.1%	-8%	-7%
8	COc1cccc(NC(=O)Nc2cc(Cl)ccc2C)c1	12%	2%	-28%	-3%	-25%	-1.5%	u	-3%
9	Cc1ccc(-c2c(C)sc(NC(=O)C3C4CCC(O4)C3C(=O)O)c2C(=O)OC(C)C)cc1 (stereo unspecified)	2%	-9%	-12%[46.1 µM]	-1%	19%	-1.1%	6%	-4%
10	CCC(=O)Nc1ccccc1-c1nc2ccccc2n(CC(=O)c2ccc(Br)cc2)c1=O	x	0%	x	1%	-5%	0.4%	-2%	x
11	COc1ccc(NC(=S)N2CCN(c3ccccn3)CC2)cc1	2%	6%	14%	-3%	4%	1.0%	5%	2%
12	O=C1CC(N2CCC(c3nc4ccccc4s3)CC2)C(=O)N1 (stereo unspecified)	3%	-19%	2%[46.1 µM]	-2%	2%	-0.8%	5%	-10%
13	CC1CCCC(C)N1C(=O)c1cc2ncc(CCCl)cn2n1 (stereo unspecified)	-5%	-8%	9%	-3%	5%	3.9%	8%	5%
14	COCCNC(=O)CCn1c(=O)[nH]c2cc(OC)c(OC)cc2c1=O	x	-2%	x	-1%	-13%	-1.7%	-3%	x
15	S=C(c1ccc[nH]1)N1CCOCC1	2%	-5%	2%[46.1 µM]	-3%	3%	0.0%	3%	6%
16	CCOC(=O)CN1C(c2ccccc2O)Nc2ccc(Br)cc2C1c1ccccc1 (stereo unspecified)	1%	2%	-17%[46.1 µM]	7%	u	0.0%	6%	-1%
17	CC(C)CC(=O)Nc1nnc(-c2ccco2)s1	0%	-5%	-15%[46.1 µM]	-1%	-1%	9.3%	11%	-4%
18	CN(Cc1cccnc1)Cc1cn[nH]c1-c1ccc(-c2ccccc2)cc1	0%	0%	-56%	-1%	-20%	-1.8%	1%	-19%
19	CCN(c1cccc(C)c1)S(=O)(=O)c1cccc2nsnc12	-18%	8%	-1%[46.1 µM]	-6%	-10%	0.0%	0%	u
20	Cc1ccc(C(=O)c2cnc3ccccc3c2-c2ccccc2)cc1	3%	7%	u	1%	-22%	2.8%	-9%	6%
21	CCn1cc(C(=O)OCC(=O)N(C)C2CCS(=O)(=O)C2)c(=O)c2ccc(C)nc21 (stereo unspecified)	5%	7%	1%[46.1 µM]	3%	3%	3.1%	4%	5%
22	C=C(C)Cn1c(SCC#N)nc2ccccc2c1=O	3%	-9%	-13%[46.1 µM]	-4%	-4%	-1.1%	2%	-3%
23	Cc1c(Cl)cccc1-n1ncc(C(=O)NCCN2CCN(C)CC2)c1C1CCN(C(=O)OC(C)(C)C)CC1	x	8%	x	3%	2%	-1.3%	3%	x
24	CC(=O)c1cccc(NC(=O)CCC2CCCC2)c1	4%	1%	-16%[46.1 µM]	3%	-12%	0.0%	u	11%
25	Cc1ccc(NC(=O)CC2Oc3ccc(C)cc3NC2=O)c(C)c1 (stereo unspecified)	x	-2%	x	5%	-2%	4.1%	-1%	x
26	Cc1ccc(CC(=O)NCc2ccc3c(c2)OCO3)cc1	2%	4%	-18%[46.1 µM]	0%	0%	-1.6%	4%	-8%
27	O=c1c2c3c(sc2n(CCN2CCCC2)c(=O)n1Cc1ccco1)CCCCC3	3%	6%	u	0%	-12%	-3.0%	-1%	-12%
28	COc1ccc(-c2nc3ccc(NS(=O)(=O)c4ccc(Cl)cc4)cc3o2)cc1	x	5%	x	-13%	u	4.1%	u	x
29	O=C(/C=C/c1cccc(O)c1)c1ccc(N2CCOCC2)cc1	2%	1%	-8%	-4%	u	-1.2%	-6%	3%
30	O=c1[nH]c(N2CCN(c3ccccc3)CC2)nc2c1CCC2	4%	-14%	-2%[46.1 µM]	-1%	2%	0.0%	10%	11%
31	CC(=N\O)/C(CN(C)C)=N/O	-4%	-11%	u	0%	4%	-0.9%	7%	4%
32	CCOc1ccc(C(=O)N2CCCC2)cc1OC	-1%	-3%	28%[46.1 µM]	2%	1%	0.0%	-1%	5%
33	CCOc1ccc(NC(=O)CCn2c(=O)c3cccn3c3cccnc32)cc1	x	-5%	x	1%	-7%	-0.6%	2%	x
34	CC1CCCN(C(=O)c2cc(F)c(F)cc2Cl)C1 (stereo unspecified)	5%	-7%	-5%[46.1 µM]	2%	2%	-1.1%	5%	0%
35	Cc1c(NC(=O)CSc2ccc3c(c2)OCCO3)c(=O)n(-c2ccccc2)n1C	3%	-3%	3%[46.1 µM]	1%	-1%	0.0%	2%	6%
36	COc1cc(/C=C/C(=O)c2c(O)cc(C)oc2=O)cc(OC)c1O	-13%&-10%	-1%&19%	-12%[46.1 µM]	5%&7%	u	7.2%	-14%	-13%&-6%
37	CCCC(=O)N(c1ccc2oc(-c3ccccc3)c(C(=O)OCC)c2c1)S(=O)(=O)c1ccc(C)cc1	x	-13%	x	1%	-4%	2.1%	-12%	x
38	Cc1ccc(C)c(OCC(=O)Nc2cccc(C(=O)O)c2)c1C	6%	-6%	-10%[46.1 µM]	-5%	-1%	0.0%	9%	0%
39	CN(C)/C=N/c1ncc(C(=O)c2ccc3ccccc3c2)s1	-1%	0%	-11%[46.1 µM]	-3%	-10%	-1.0%	9%	-19%
40	CCOC(=O)c1ccc(NC(=O)c2nsc3ccccc23)cc1	x	-2%	x	-1%	-28%	0.7%	-7%	x
41	CCCN1C(=O)C(Cc2nc3ccccc3c(=O)n2CC)c2ccccc21 (stereo unspecified)	x	2%	x	1%	3%	3.5%	1%	x
42	O=C(CCS(=O)(=O)c1nc(-c2cccs2)cc(C(F)(F)F)n1)Nc1ccc(F)c(Cl)c1	x	-9%	x	-2%	-17%	-1.1%	u	x
43	CCC(=O)N1CCc2cc(CNS(=O)(=O)c3ccccc3F)ccc21	x	0%	x	1%	6%	0.1%	3%	x
44	Cc1ccc(C)c(NC(=O)CSc2nnc([C@@H]3CCCN3C(=O)OC(C)(C)C)o2)c1	2%	-1%	-15%[46.1 µM]	-1%	-8%	2.2%	2%	1%
45	CCOC(=O)C1CCN(S(=O)(=O)c2ccc(C(=O)OC)cc2)CC1	-1%	-6%	-12%[46.1 µM]	-2%	1%	0.2%	-2%	1%
46	Cc1cc(C)n(CCc2nc(-c3ccc(F)cc3)cs2)n1	0%	3%	8%	0%	10%	0.0%	3%	0%
47	COC(=O)c1cc(-c2ccc(S(=O)(=O)N3CCCC3)cc2)c(C(F)(F)F)s1	28%	6%	43%	-2%	-26%	0.5%	u	5%
48	COc1cc2c(cc1OC)CN(C(=O)c1ccc3nc[nH]c3c1)CC2	-1%	-4%	12%	-2%	5%	-1.2%	3%	1%

Structural class: those above containing a Cl atom
No.	SMILES	CBFb RUNX1 block	TRb SRC2 PPI	NPSR antag	TexasRed fluor	Tau fluor counter	Epigenetic reg	Tau fibril FP	aGal spleen mod
8	COc1cccc(NC(=O)Nc2cc(Cl)ccc2C)c1	12%	2%	-28%	-3%	-25%	-1.5%	u	-3%
13	CC1CCCC(C)N1C(=O)c1cc2ncc(CCCl)cn2n1 (stereo unspecified)	-5%	-8%	9%	-3%	5%	3.9%	8%	5%
23	Cc1c(Cl)cccc1-n1ncc(C(=O)NCCN2CCN(C)CC2)c1C1CCN(C(=O)OC(C)(C)C)CC1	x	8%	x	3%	2%	-1.3%	3%	x
28	COc1ccc(-c2nc3ccc(NS(=O)(=O)c4ccc(Cl)cc4)cc3o2)cc1	x	5%	x	-13%	u	4.1%	u	x
34	CC1CCCN(C(=O)c2cc(F)c(F)cc2Cl)C1 (stereo unspecified)	5%	-7%	-5%[46.1 µM]	2%	2%	-1.1%	5%	0%
42	O=C(CCS(=O)(=O)c1nc(-c2cccs2)cc(C(F)(F)F)n1)Nc1ccc(F)c(Cl)c1	x	-9%	x	-2%	-17%	-1.1%	u	x

Screening data as filed in PubChem BioAssay.
